Pf gamet viab: P. falciparum stage V gametocyte viability inhibition; P. falciparum stage V gametocytes, ATP luminescence, 24 h; inhibition, % at 10.9 µM; 150,000 compounds, 0.065% hits; AID 743093;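 active means inhibition above the mean plus 3 SD of compounds within the control limits, set per campaign, cut at about 38% in these data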;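 further: 0% = DMSO wells and 100% = medium only without gametocytes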
ABCB1 inh: blocks JC-1 efflux by human ABCB1 transporter | 190,000 compounds, 0.067% hits | CCRF-Adr cells, flow cytometry | AID 1326 | inhibition, % at 6.6 µM; in the data active means inhibition above about 40%;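 further: 0% = vehicle and 100% = reference inhibitor; higher value means more JC-1 retained so stronger ABCB1 efflux block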
Rab2 wt GTP: changes GTP binding to wildtype dog Rab2A, up or down. P61105. GST-Rab2 wt beads, Bodipy-GTP binding, flow cytometry. 190,000 compounds, 0.19% hits. GTP binding activity, % at 10 µM;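 active means GTP binding activity at least 20 points away from 100%, either lowered or raised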;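 further: 0% = beads with excess unlabeled GTP and 100% = no-compound control corrected for plate trend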
Avidin fluor: avidin bead compound fluorescence profile. Avidin beads, compound fluorescence 488/530 nm, flow cytometry; active compounds read high. fluorescence (KMESF) at 10 µM. 220,000 compounds, 0.38% hits. AID 1775; in the data active means fluorescence above about 47; further: inactives centre near 10
Rac1 wt GTP bind: alters GTP binding to wildtype human Rac1. P63000. GST-Rac1 beads, fluorescent GTP binding, flow cytometry; actives lie on both sides; 0 = cold GTP competed, 100 = untreated. GTP binding activity (% of control), % at 10 µM. 190,000 compounds, 0.27% hits. AID 757;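 active means GTP binding activity at least 20 points away from the 100% control level, either lower or higher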
Mcl1 Noxa PPI: disrupts binding of human Mcl-1 to Noxa peptide. TR-FRET Mcl-1/Noxa peptide binding, 2 h. 220,000 compounds, 1.5% hits. inhibition, % at 21.7 µM. Q07820;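 active means compounds that cut the protein-peptide binding signal by more than 50% relative to plate controls in a single-dose test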;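 further: His-tagged Mcl-1 with rhodamine Noxa BH3 peptide and terbium anti-His antibody; 0% = Mcl-1 plus Noxa peptide wells and 100% = peptide-only wells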
Rac1 mut GTP: alters GTP binding to activated mutant human Rac1 | P63000 | GST-Rac1 activated beads, fluorescent GTP binding, flow cytometry; actives lie on both sides; 100% means binding = to untreated wells | percent activity (GTP binding), % at 10 µM | 190,000 compounds, 0.11% hits | AID 764;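 active means GTP binding at least 20 percentage points away from the 100% baseline, in either direction, so actives lie on both sides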
Cdc42 wt GTP: human Cdc42 wildtype GTP binding change, either direction; P60953; GST-Cdc42 beads, Bodipy-GTP binding, flow cytometry; actives lie on both sides; 190,000 compounds, 0.2% hits; percent activity (GTP binding), % at 10 µM;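 active means percent activity GTP binding at least 20 points away from the 100% baseline, either down as inhibitor or up as activator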;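 further: median bead fluorescence of bound Bodipy-FL-GTP at 100 nM; 0% = excess unlabeled GTP control and 100% = no compound control; below 100% means less GTP binding so inhibitor and above means activator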
Target sequence (P60953 whole entry, looked up): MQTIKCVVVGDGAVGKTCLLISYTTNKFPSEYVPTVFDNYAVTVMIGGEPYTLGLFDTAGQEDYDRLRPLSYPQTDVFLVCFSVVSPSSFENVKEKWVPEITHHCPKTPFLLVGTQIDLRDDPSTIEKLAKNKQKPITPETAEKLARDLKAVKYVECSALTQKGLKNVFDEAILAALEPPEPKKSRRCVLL
HRas wt GTP bind: modulators of GTP binding to human HRas wildtype | P01112 | GST-Ras wt beads, Bodipy-FL-GTP binding, flow cytometry; actives lie on both sides | GTP binding activity, % at 10 µM | 190,000 compounds, 0.14% hits | AID 759;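 active means GTP binding activity at least 20% away from the 100% baseline, either lowered as inhibitor or raised as activator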;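 further: 0% = unlabeled GTP competition control and 100% = no-compound control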
Target sequence (P01112 whole entry, looked up): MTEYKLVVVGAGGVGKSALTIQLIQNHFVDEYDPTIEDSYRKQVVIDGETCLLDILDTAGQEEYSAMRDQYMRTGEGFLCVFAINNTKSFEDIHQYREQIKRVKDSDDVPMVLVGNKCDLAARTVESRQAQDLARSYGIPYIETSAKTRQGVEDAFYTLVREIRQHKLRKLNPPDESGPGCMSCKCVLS
ABCG2 block: inhibitors of human ABCG2 transporter, ABCB1 counter-screen. Q9UNQ0. IgMXP3 cells, JC-1 efflux, flow cytometry. inhibition, % at 6.6 µM. 190,000 compounds, 0.1% hits;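 active means inhibition above 80%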;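 further: 0% = DMSO and 100% = nicardipine control wells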
Target sequence (Q9UNQ0 whole entry, looked up): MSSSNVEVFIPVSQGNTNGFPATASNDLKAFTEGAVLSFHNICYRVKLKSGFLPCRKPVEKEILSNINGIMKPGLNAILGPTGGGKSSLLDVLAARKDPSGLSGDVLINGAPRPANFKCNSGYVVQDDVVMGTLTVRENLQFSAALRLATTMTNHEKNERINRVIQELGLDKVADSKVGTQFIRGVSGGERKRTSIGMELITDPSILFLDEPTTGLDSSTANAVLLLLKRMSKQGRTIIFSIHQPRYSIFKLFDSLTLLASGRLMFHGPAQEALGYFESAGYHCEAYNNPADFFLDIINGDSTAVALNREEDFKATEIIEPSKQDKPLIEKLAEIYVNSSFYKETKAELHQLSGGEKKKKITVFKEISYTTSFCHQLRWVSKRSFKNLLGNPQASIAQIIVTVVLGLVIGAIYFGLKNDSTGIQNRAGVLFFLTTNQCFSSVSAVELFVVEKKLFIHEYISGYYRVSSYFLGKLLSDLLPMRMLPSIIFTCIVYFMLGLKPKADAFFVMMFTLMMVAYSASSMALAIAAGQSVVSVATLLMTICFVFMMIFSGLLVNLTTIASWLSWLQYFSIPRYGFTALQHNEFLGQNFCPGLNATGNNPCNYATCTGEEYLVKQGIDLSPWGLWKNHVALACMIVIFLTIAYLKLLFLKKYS
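test system = two drug-resistant human cell lines, ABCG2 and ABCB1 | amount = 3 million cells/mL final, two lines in 1:1 ratio | reagent = JC-1 transporter substrate | doses = one concentration, 6.6 µM final | incubation = 10 min at 25 °C | signal = flow cytometric JC-1 green MFI at 530 nm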
Rab7 wt GTP bind: alters GTP binding to wildtype dog Rab7. GST-Rab7 beads, fluorescent GTP binding, flow cytometry; actives lie on both sides; untreated = 100%, excess cold GTP = 0%. GTP binding activity (percent of control), % at 10 µM. 190,000 compounds, 0.055% hits. AID 758;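 active means fluorescent GTP binding to Rab7 beads changed by at least 20 points from the 100% baseline, either direction, mostly lower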;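 further: median green fluorescence of bound Bodipy-FL-GTP per Rab7 bead population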
* = called active by the depositor; x = no result given.

canonical_smiles	Cdc42 wt GTP	ABCB1 inh	Rac1 mut GTP	HRas wt GTP bind	ABCG2 block	Pf gamet viab	Rac1 wt GTP bind	Avidin fluor	Mcl1 Noxa PPI	Rab7 wt GTP bind	Rab2 wt GTP
CC(C)C(=O)NC(NC(=S)Nc1cccc2cccnc12)C(Cl)(Cl)Cl (stereo unspecified)	106	-0.3	100	105	0	0	102	11	1	97	106
O=C(NCc1cc(C(F)(F)F)cc(C(F)(F)F)c1)C1CC(c2c(Cl)cccc2Cl)=NO1 (stereo unspecified)	101	0.5	99	99	1	x	102	28	-3	99	100
CN1CCN(C(=O)c2ccc(CN3CCOCC3)cc2)CC1	100	0.0	98	99	0	x	100	9	-6	94	96
CCCCC1(C(=O)OCC)CC(CSC(=N)N)OC1=O (stereo unspecified)	97	-0.3	96	97	0	7	101	9	6	96	95
O=C1CC(c2ccccc2)n2nc(NC(=O)c3ccccn3)nc2N1 (stereo unspecified)	99	0.6	98	100	3	x	103	37	-3	98	102
CCCCN(CCCC)S(=O)(=O)c1ccc(OC)c2ncccc12	99	1.6	98	100	7	29	98	12	6	98	96
Cc1cc2c(n1-c1ccc(Br)cc1)CC(C)(C)CC2=O	96	1.2	94	95	0	14	97	10	16	99	97
N#CC1=C(Nc2ccccc2)SC=C(c2ccc(Cl)c(Cl)c2)N=C1N1CCOCC1	97	0.7	97	97	2	5	92	9	x	94	95
CCOc1ccc(-n2c(Cc3cc(=O)[nH]c(=O)[nH]3)nnc2SCC)cc1	104	0.0	99	105	0	2	104	14	9	100	104
COc1ccc(NC(=O)Nc2ccc(F)cc2F)cc1	98	0.4	97	102	15	4	106	9	8	106	105
COc1ccccc1Oc1ccc(N/C=C2/CCCC2=O)cc1	106	0.7	98	101	2	8	102	14	15	97	99
CC(C(=O)N1CCCC1)c1ccc([N+](=O)[O-])cc1 (stereo unspecified)	90	-0.3	92	92	4	-7	94	7	-6	92	94
CC(=O)Nc1ccc(NC(=O)COC(=O)c2ccccn2)cc1	98	-0.7	92	96	2	x	97	12	1	96	95
COc1ccc(S(=O)(=O)Nc2ccccc2OC)cc1NC(=O)Cc1cccs1	99	0.0	98	97	0	x	102	7	-2	100	97
COc1cc(SC)ccc1C(=O)N1CCN(c2ccccc2)CC1	96	-1.4	98	99	16	6	104	8	82*	101	99
N=c1n(-c2ccccc2)c(O)cc(=O)n1-c1ccccc1	105	-0.6	102	103	-1	-1	102	7	6	98	105
Cc1ccc(CN(C)CC(=O)Nc2ccc3c(c2)CCC3)cc1	95	0.7	93	93	17	-8	98	9	23	97	96
Nc1ccc2c3c(cccc13)C(=O)N(c1ccccc1)C2=O	98	2.4	99	100	10	4	108	10	-213	101	101
Cc1nc(N)nc(Cl)c1Cc1ccc(Cl)cc1	95	0.8	92	97	4	-8	97	10	1	104	98
CC(=O)Nc1nnc(C)s1	103	-0.2	100	102	-1	x	108	9	-10	103	103
CC1CCN(c2c(NCc3ccc(C(=O)NCCc4ccc(Cl)cc4)cc3)c(=O)c2=O)CC1	101	1.6	100	99	13	x	110	4	0	98	99
Cc1nn(C)c(Oc2ccccc2)c1CCNS(=O)(=O)c1ccc(F)cc1	96	1.2	94	97	2	x	95	29	-5	98	96
N#C/C(=C/c1cn(-c2ccccc2)nc1-c1cccc(S(=O)(=O)N2CCCC2)c1)C(=O)NCc1ccco1	96	-0.4	100	97	0	22	102	2	28	96	95
COC(=O)c1ccccc1NC(=O)CNC(=O)c1ccc(OC)cc1	99	-0.1	98	98	1	2	101	22	18	95	98
Cc1ccccc1OCC(=O)Nc1nc2ccccc2[nH]1	95	0.1	96	103	4	-19	100	4	10	93	98
Cn1cc(CN2CCN(c3ccc(Cl)cn3)CC2)c(-c2ccccc2F)n1	90	-1.1	92	94	-3	-12	93	1	-1	98	96
CC(=O)N1CCCN(Cc2nc(C3(c4ccc(C)cc4)CCCC3)no2)CC1	98	0.1	95	99	-2	-5	97	6	-4	99	100
COC(=O)NC1CCS(=O)(=O)C1 (stereo unspecified)	106	-0.2	102	106	0	-47	110	15	-6	105	106
COc1ccccc1NC(=O)C1=C(C)Nc2nc(CCCO)nn2C1c1ccc2c(c1)OCO2 (stereo unspecified)	109	0.8	103	107	2	-22	107	10	13	100	106
O=C(CN1CCN(S(=O)(=O)c2ccccc2[N+](=O)[O-])CC1)NC(=O)NCc1ccco1	103	-0.2	102	104	0	-9	103	12	20	107	107
CCOc1ccccc1C1C(C#N)=C(SCC(=O)OC)NC(=O)C1C(=O)OC (stereo unspecified)	103	0.3	99	102	1	-14	103	7	7	100	98
Cc1cccc(-c2nnn(Cc3nnc(NC(=O)c4ccccc4)s3)n2)c1	100	-0.1	100	99	1	-1	101	10	-12	99	100
COc1ccc(-c2[nH]ncc2CN(C)C(C)c2ccon2)cc1F (stereo unspecified)	96	0.8	94	95	3	5	94	11	11	96	94
N#Cc1nc(COc2ccccc2)oc1N1CCCCCC1	101	1.3	98	100	5	x	102	7	-5	99	99
CC(=O)c1cc(Cl)ccc1OC(=O)c1ccco1	95	0.9	96	98	6	x	93	32	6	97	97
CCOC(=O)C1CN(S(=O)(=O)c2ccccc2)C1	98	0.4	97	98	1	-11	94	22	4	95	98
FC(F)(F)c1cccc(N2CCN(Cc3cccnc3)CC2)c1	98	0.6	93	97	3	-27	94	13	28	94	96
COc1ccc(C(CC(=O)O)NC(=O)C2CCCCC2)cc1 (stereo unspecified)	105	0.3	101	104	3	20	104	37	8	103	102
Cc1cccc(OCCCC(=O)Nc2ccc(S(=O)(=O)N3CCCC3)cc2)c1	99	0.2	97	97	1	x	98	15	2	92	93
CC1(C)CC(=O)c2cnc(N)nc2C1	96	0.0	93	96	0	x	96	34	-23	94	93
CCOC(=O)c1c(NC(=O)Cn2nc(C(F)(F)F)cc2C)sc(C)c1C	102	0.8	100	101	4	x	103	17	9	101	101
O=[N+]([O-])c1ccccc1Oc1cnc2ccccc2n1	103	0.6	96	95	13	-3	96	14	-15	96	96
CC(=O)Nc1ccc(NC(=O)CSc2nnc(-c3ccccc3)n2Cc2ccc3c(c2)OCO3)cc1	98	-0.2	97	98	0	x	99	22	11	100	98
COc1ccc(C(=O)NCCn2cc(SCC(=O)N3CCOCC3)c3ccccc32)cc1	100	1.6	98	101	16	6	100	10	3	103	100
O=C1CCC([N+](=O)[O-])C(c2ccc(Br)cc2)N1 (stereo unspecified)	101	0.6	99	100	1	x	105	8	1	101	98
O=C(ONc1ccc(N=NC(=O)c2ccccc2O)cc1)c1ccccc1	95	-0.4	89	95	-2	-9	96	12	84*	93	94
O=C(NCc1ccccc1)C1=C[C@@H](c2csc3ccccc23)C[C@@H](OCCCCO)O1	94	3.5	93	94	11	-4	94	8	-23	97	96
CC(=O)C1=C(C)NC(=O)NC1c1cc(Br)ccc1OCC#N (stereo unspecified)	100	0.3	98	99	1	-24	101	3	-10	96	100
Cc1cc(-c2cccs2)nc(-n2cccc2)n1	98	0.2	98	100	3	15	101	17	11	98	97
O=C(C(Sc1ccccc1)c1ccccc1)N1CCOCC1 (stereo unspecified)	99	-0.8	99	98	-6	0	103	21	17	98	98
Cc1cc(NC(=O)c2cccc(S(=O)(=O)N3CCCC3)c2)no1	100	0.0	101	100	4	x	107	11	13	98	96
CCOc1cc2c(C#N)c(N3CCNCC3)nc(N)c2c(N)n1	98	-0.1	100	98	0	x	101	8	19	99	95
O=C(O)CCN1C(=O)c2ccc(NC(=O)c3ccco3)cc2C1=O	96	-0.1	95	91	9	34	96	9	16	94	91
C=CCNC(=O)CSc1cc([N+](=O)[O-])cc(S(=O)(=O)Cc2ccccc2)c1	101	-0.2	97	101	-3	17	103	16	24	103	101
CC(C)(C)C(=O)Nc1ccc(C(=O)OC2CCCCC2)cc1	100	1.1	100	104	10	x	104	2	16	104	106
Cc1c(Cl)cccc1NC(=O)Nc1ccc(C(N)=O)cc1	104	0.4	99	101	5	x	103	18	-6	105	103

(further entries)
canonical_smiles	Cdc42 wt GTP	ABCB1 inh	Rac1 mut GTP	HRas wt GTP bind	ABCG2 block	Pf gamet viab	Rac1 wt GTP bind	Avidin fluor	Mcl1 Noxa PPI	Rab7 wt GTP bind	Rab2 wt GTP
Cc1nn(CC(=O)N2CCN(C)CC2)c(=O)c2ccccc12	100	0.4	101	98	1	-9	102	12	2	101	97
Cn1cc(Cl)c(C(=O)NC(=S)Nc2sc3c(c2C#N)CCCCC3)n1	95	x	98	98	1	-2	96	13	15	96	98
Cc1ccsc1/C=C1\SC(N2CC(C)OC(C)C2)=NC1=O (stereo unspecified)	100	1.1	101	103	21	7	106	9	9	103	104
O=C(Cc1ccc(Br)cc1)N1CCN(c2ccccc2O)CC1	98	0.9	98	100	4	x	102	34	5	101	102
CC(C)(C)C(=O)Nc1ccnc(-c2cccnc2)n1	98	0.1	98	98	0	x	99	24	0	97	97
CCCNC(=O)c1ccc2c(c1)ncn2-c1cc(C)cc(C)c1	100	-2.5	96	95	8	-3	103	8	16	95	101
CN(C(=O)CC1C(=O)NCCN1Cc1ccoc1)C1CCOCC1 (stereo unspecified)	96	2.4	95	97	1	5	99	13	-8	98	99
OC(CNCc1ccco1)COc1ccccc1 (stereo unspecified)	105	0.5	101	103	2	x	102	6	14	103	102

Single records, from the list above.
Results for Cc1ccsc1/C=C1\SC(N2CC(C)OC(C)C2)=NC1=O (stereo unspecified) = Cdc42 wt GTP: 100; ABCB1 inh: 1.1; Rac1 mut GTP: 101; HRas wt GTP bind: 103; ABCG2 block: 21; Pf gamet viab: 7; Rac1 wt GTP bind: 106; Avidin fluor: 9; Mcl1 Noxa PPI: 9; Rab7 wt GTP bind: 103; Rab2 wt GTP: 104
Results for Cn1cc(Cl)c(C(=O)NC(=S)Nc2sc3c(c2C#N)CCCCC3)n1 = Cdc42 wt GTP: 95; ABCB1 inh: x; Rac1 mut GTP: 98; HRas wt GTP bind: 98; ABCG2 block: 1; Pf gamet viab: -2; Rac1 wt GTP bind: 96; Avidin fluor: 13; Mcl1 Noxa PPI: 15; Rab7 wt GTP bind: 96; Rab2 wt GTP: 98

Next entries follow:
canonical_smiles	Cdc42 wt GTP	ABCB1 inh	Rac1 mut GTP	HRas wt GTP bind	ABCG2 block	Pf gamet viab	Rac1 wt GTP bind	Avidin fluor	Mcl1 Noxa PPI	Rab7 wt GTP bind	Rab2 wt GTP
CCOCCN(C(=O)COC)c1cccc(OC)c1	105	0.2	100	104	1	23	102	7	-2	103	104
CN(C(=O)c1ccc(OC2CCN(CCc3ccccc3)CC2)cc1)C1CCOC1 (stereo unspecified)	101	0.3	97	98	0	11	100	10	5	98	100
Cc1csc(N(C(=O)c2ccc(S(=O)(=O)N(C)C)cc2)c2ccccc2)n1	100	-0.1	99	102	-3	10	104	11	0	100	102
CCCC(=O)c1c[nH]c(C(=O)NCc2ccco2)c1	102	0.2	99	101	2	-6	98	6	-3	96	104

High-throughput results: PubChem BioAssay, several laboratories
